GRIN3A LBD mod: NR3A (human) ligand-binding domain modulation; NR3A LBD differential scanning fluorimetry, Tm shift; 0% = protein alone, 100% = glycine-bound protein; Tm shift relative to glycine control, % at 25 µM; 340,000 compounds, 2.5% hits;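 active = melting temperature shift of at least 10% of the positive control shift, at one fixed dose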
SENP8 block: SENP8 (human) protease inhibition. Q96LD8. recombinant SENP8, Nedd8 substrate fluorescence. inhibition, % at 20 µM. 360,000 compounds, 0.64% hits; in the data active = inhibition mostly above about 40%, no sharp cut-off; inactive = mostly below about 27%
MPTP block: inhibitors of mitochondrial permeability transition pore. 360,000 compounds, 1.4% hits. inhibition, % at 10 µM. isolated mouse mitochondria, Ca2+ swelling absorbance, 30 min. AID 602449;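 active = inhibition of 50% or more, scaled per plate between neutral and stimulator controls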;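 note: 0% = DMSO wells given calcium and 100% = 1 mM EGTA wells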
SENP6 block: SENP6 protease inhibition | inhibition, % at 10 µM | Recombinant SENP6 catalytic domain, aminoluciferin luminescence | 330,000 compounds, 1.8% hits | AID 2599 | Q9GZR1;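 active = inhibition above about 50% at the single tested dose, limit read from the data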;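 note: plate controls were DMSO wells with enzyme for no effect and DMSO wells lacking enzyme for full effect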
Target sequence (Q9GZR1 628-1112 limits assumed): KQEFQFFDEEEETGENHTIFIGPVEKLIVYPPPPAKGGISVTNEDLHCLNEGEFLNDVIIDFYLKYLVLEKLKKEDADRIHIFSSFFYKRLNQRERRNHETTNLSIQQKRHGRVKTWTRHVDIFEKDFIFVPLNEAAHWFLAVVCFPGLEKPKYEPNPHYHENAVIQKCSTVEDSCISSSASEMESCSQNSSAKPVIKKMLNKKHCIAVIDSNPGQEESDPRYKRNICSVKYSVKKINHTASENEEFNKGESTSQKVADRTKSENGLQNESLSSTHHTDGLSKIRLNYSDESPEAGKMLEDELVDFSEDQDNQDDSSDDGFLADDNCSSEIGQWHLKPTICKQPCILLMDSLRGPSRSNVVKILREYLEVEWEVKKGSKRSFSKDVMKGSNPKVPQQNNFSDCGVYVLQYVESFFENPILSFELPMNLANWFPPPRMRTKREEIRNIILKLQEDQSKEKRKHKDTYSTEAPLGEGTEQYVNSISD
ATG4B inh: blocks human ATG4B protease cleavage of LC3 substrate; 340,000 compounds, 0.51% hits; Q9Y4P1; AID 504462; ATG4B cleavage of LC3-PLA2, NBD-HPC fluorescence, 1 h; inhibition, % at 8.33 µM; in the data active = inhibition above about 40%
Target sequence (Q9Y4P1 whole entry, looked up): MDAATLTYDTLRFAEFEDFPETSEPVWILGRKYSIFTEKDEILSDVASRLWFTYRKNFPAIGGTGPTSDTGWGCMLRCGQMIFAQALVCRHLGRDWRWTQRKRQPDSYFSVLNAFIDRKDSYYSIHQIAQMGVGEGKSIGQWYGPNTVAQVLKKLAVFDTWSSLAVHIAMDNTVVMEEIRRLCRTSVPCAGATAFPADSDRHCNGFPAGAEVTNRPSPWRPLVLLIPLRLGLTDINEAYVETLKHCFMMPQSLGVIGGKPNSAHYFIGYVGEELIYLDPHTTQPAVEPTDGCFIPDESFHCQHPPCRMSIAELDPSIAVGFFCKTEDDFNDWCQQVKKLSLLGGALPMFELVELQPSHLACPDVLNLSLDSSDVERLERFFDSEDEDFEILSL
HKDC1 inhibitor: inhibitors of human hexokinase HKDC1; inhibition, % at 20 µM; 340,000 compounds, 0.16% hits; recombinant HKDC1, G6PDH/diaphorase resazurin coupled fluorescence; Q2TB90;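 active = inhibition above about 35% when tested at 20 µM, limit read from the data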;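 note: plate controls were DMSO wells with enzyme for no effect and DMSO wells lacking enzyme for full effect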
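Material: recombinant HKDC1 hexokinase; Amount: HKDC1 at 5 µg/mL; Medium: Tris pH 8.0 buffer with MgCl2, Tween-20, BSA, BME; Schedule: 90 min reaction incubation at room temperature, dark; Technique: coupled resazurin fluorescence, excitation 525 nm, emission 613 nm.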
PfGluPho inh: PfG6PD (Plasmodium falciparum) enzyme inhibition; PfGluPho enzyme, NADPH resazurin-diaphorase fluorescence; inhibition, % at 20 µM; 350,000 compounds, 0.78% hits; AID 504690;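 active = inhibition reaching at least a set limit at 20 µM in the primary screen, cut at about 59% in these data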;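 note: 0% = DMSO wells with substrate and 100% = DMSO wells lacking glucose-6-phosphate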
SENP7 block: SENP7 protease inhibition; inhibition, % at 5 µM; 330,000 compounds, 1.5% hits; Q9BQF6; recombinant SENP7, Z-RLRGG-aminoluciferin luminescence, 40 min; AID 434973;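 active = inhibition above about 50% at the single test dose, limit read from the data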;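 note: plate controls were DMSO with enzyme for no effect and no enzyme buffer wells for full effect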
Starred values were filed as active, the others as inactive; x = no result given.

Screens in order: GRIN3A LBD mod | SENP8 block | MPTP block | SENP6 block | ATG4B inh | HKDC1 inhibitor | PfGluPho inh | SENP7 block
> COc1ccc2c(c1)c(=O)oc1c(C)c(OC(C)C(=O)N[C@@H](Cc3c[nH]c4ccc(O)cc34)C(=O)O)ccc12 (stereo partly specified)
    -3 | -202 | 0.5 | -5 | -13 | 8 | 10 | 8
> COC(=O)c1ccc(NC(=O)C2CC2)o1
    1 | 30 | 1.6 | 0 | -3 | -6 | 4 | -2
> CCC1Sc2ccc(S(=O)(=O)CCC(=O)Nc3ccc(OC(F)(F)F)cc3)cc2NC1=O (stereo unspecified)
    3 | 13 | 2.6 | 9 | -15 | -1 | 11 | 2
> CCn1nnnc1SCC(=O)Nc1ccc(F)cc1
    -2 | 7 | 1.1 | -8 | -5 | -5 | -4 | -1
> CC(C)CC(=O)c1c(O)c(C=O)c(O)c2c1O[C@@]1(C)[C@@H](C2)C[C@H]2C[C@@H]1C2(C)C
    3 | -29 | 1.0 | -7 | 5 | -1 | -9 | -6
> O=C(c1ccc(OC2CCN(Cc3cccc(F)c3)CC2)cc1)N1CCCCC1
    -1 | 6 | 0.2 | 3 | 10 | -7 | -3 | -8
> CC1CC1C(=O)OCC(=O)N(C)CC(=O)Nc1ccc(F)cc1 (stereo unspecified)
    -2 | 9 | 0.3 | 13 | 3 | -5 | -10 | 0
> Cn1cnnc1Sc1nc2c(c(=O)n(C)c(=O)n2C)n1C
    2 | x | x | -8 | -10 | -3 | 0 | 6
> CC(C)c1nc(SCC(=O)NC2CCCC2)c2ccccc2n1
    2 | 0 | -0.7 | -20 | -5 | -3 | -11 | -8
> CN1CCCCC1=NCCCn1cnc2c1c(=O)n(C)c(=O)n2C
    1 | 10 | -1.3 | 6 | -8 | -8 | -14 | -4
> CCC(C)c1ccccc1OCCCN(C)Cc1ccccc1 (stereo unspecified)
    -1 | 17 | 1.7 | 13 | -3 | -2 | 20 | -2
> Oc1cc(NCc2ccc(F)cc2)cc2cccnc12
    -2 | -24 | -1.1 | 23 | -2 | 5 | -31 | 3
> O=C1C(=O)N(CCCN2CCOCC2)C(c2ccc([N+](=O)[O-])cc2)/C1=C(\O)c1ccc2c(c1)OCCO2 (stereo unspecified)
    0 | 24 | -0.2 | 14 | 6 | -5 | 20 | 56*
> O=C(CN1C(=O)CSc2ncccc21)N1CCOCC1
    0 | 6 | -0.5 | 4 | -2 | 0 | 2 | 3
> CCOC(=O)c1ccc(N=C2C(=S)N(c3ccc(C(=O)OCC)cc3)C(=N)N2/N=C/c2ccccc2)cc1
    -1 | -66 | 3.1 | 9 | 1 | -136 | 29 | -2
> Cc1ccc(NC(=O)c2cc(S(=O)(=O)N3CCC4(CC3)OCCO4)ccc2F)cc1
    -1 | 12 | -0.1 | -1 | -7 | -2 | -13 | -4
> COc1ccccc1Nc1ccc(S(=O)(=O)N2CCCCC2)cc1[N+](=O)[O-]
    0 | 31 | 1.8 | -1 | -2 | 0 | -14 | -3
> O=C(CSc1nnc(Cc2ccccc2)n1-c1ccc(F)cc1)N1CCOCC1
    0 | 2 | -0.4 | 12 | 6 | -10 | -12 | 8
> O=C(c1ccco1)N1CCN(C(=O)C2CCCN(S(=O)(=O)c3cccc4nsnc34)C2)CC1 (stereo unspecified)
    7 | 8 | -1.2 | 1 | 22 | 9 | -12 | 9
> O=C1CC(c2ccccc2)CC(O)=C1C=Nc1ccc(Cl)cc1 (stereo unspecified)
    -1 | -60 | 1.2 | -6 | -7 | -1 | -6 | -6
> COCCCNC(=O)C(C#N)c1nc2ccccc2nc1N1CCN(Cc2ccccc2)CC1 (stereo unspecified)
    3 | -95 | -4.8 | x | -8 | -10 | 1 | x
> Cc1cccc(N2C(=O)NC3(CCCCC3)C2=O)c1
    2 | 24 | -0.4 | -1 | -4 | -7 | -15 | -13
> CCOC(=O)c1c(NC(=O)c2ccc(Cl)s2)sc(C)c1C
    -1 | -96 | 0.4 | -3 | 2 | 7 | -12 | -2
> Nc1cc(=O)[nH]c(=O)n1CCCc1ccccc1
    -2 | 4 | -0.1 | x | 5 | -6 | 2 | x
> CCOC(=O)C1=C(C)Nc2sc(C(=O)c3ccc(C)cc3)c(N)c2C1c1ccc(C(=O)OC)cc1 (stereo unspecified)
    6 | -154 | 3.7 | 0 | 38 | -1 | -1 | -8
> CCN(CC)c1ccc(/C=N/NC(=O)Nc2ccccc2)cc1
    -7 | -399 | 0.8 | -4 | 8 | 20 | 17 | 0
> CCOc1ccccc1N1CCN(C(=O)c2c(-c3c(F)cccc3Cl)noc2C)CC1
    -1 | 4 | 0.2 | -3 | -3 | -6 | -1 | -1
> CC(NC(c1ccccc1)c1ccccc1)C(=O)N1CCCc2ccccc21 (stereo unspecified)
    -1 | 11 | -0.5 | 2 | 15 | 1 | 1 | 0
> Cc1ccccc1OCC(=O)Nc1ccccc1-c1ccccc1
    -2 | 38 | 3.4 | 9 | 21 | 0 | -5 | 0
> COc1cc(/C=N/NC(=O)C(=O)N2CCCC2)ccc1O
    -1 | 10 | -0.6 | 3 | 0 | 11 | -10 | 7

(next part)
Screens in order: GRIN3A LBD mod | SENP8 block | MPTP block | SENP6 block | ATG4B inh | HKDC1 inhibitor | PfGluPho inh | SENP7 block
> Cc1ccc(O)c(Nc2nc(-c3ccccc3)nc3ccccc23)c1
    9 | -53 | 4.1 | 23 | -6 | -4 | 0 | -1
> COc1ccc(-n2c(-c3cnccn3)n[nH]c2=S)cc1
    1 | 11 | 0.9 | -19 | -3 | -11 | 29 | -2
> CC(NS(=O)(=O)c1ccc2ccccc2c1)c1ccccn1 (stereo unspecified)
    0 | 5 | 0.5 | -11 | -1 | -1 | -16 | -3
> O=C(OCc1cc2ccccc2[nH]c1=O)c1cccnc1
    -1 | -31 | -1.6 | 8 | 6 | 0 | -10 | 5
> O=C(Nc1ccccc1)N1CCn2c(nc3ccccc32)C1
    -1 | -11 | -1.1 | -12 | 3 | 13 | -12 | -14
> Cc1ccc(C(=O)N2CCc3ccccc32)o1
    -2 | 7 | 0.9 | 91* | -2 | -5 | -7 | 91*
> Cc1c(C(=O)C(=O)N2c3ccccc3CC2C)c2ccccc2n1C (stereo unspecified)
    1 | 11 | -0.7 | -4 | -3 | 1 | 24 | -1
> OCCN1CCN(c2nc(N3CCCCC3)nc(N3CCCCC3)n2)CC1
    -2 | 2 | -0.2 | -5 | 1 | -5 | -1 | 0
> Cc1ccccc1OCC(=O)OCC(=O)c1c[nH]c2ccccc12
    2 | -13 | 1.7 | -14 | 0 | 2 | 16 | -15
> Cc1ccc2c(c1)N(C(=O)CCC(=O)NC1CCCCCC1)CC(C)O2 (stereo unspecified)
    -4 | 13 | -2.6 | -4 | 6 | 5 | -14 | 5
> CCc1ccc(C(=O)OCC(=O)c2c(N)n(CC(C)C)c(=O)n(C)c2=O)cc1
    -13 | 0 | 4.8 | -16 | -3 | 14 | 9 | 3
> O=C(Cc1ccccc1)NCC(=O)N1CCN(c2ccccc2)CC1
    2 | 11 | -1.0 | -4 | 0 | -7 | 9 | -7
> COC(=O)c1c(NS(=O)(=O)c2ccccc2)csc1C
    0 | -4 | 4.4 | -46 | 5 | 9 | 91* | -2
> Cn1c(COc2ccc(Cl)cc2)nnc1SCc1ncc(-c2ccccc2)o1
    1 | 35 | 2.5 | -1 | -17 | 1 | 26 | -10
> COC(=O)c1cn(NC(=O)c2cc(OC)c(OC)c(OC)c2)c(=O)c2ccccc12
    1 | 25 | -0.8 | 8 | -2 | 1 | 5 | -10
> O=C1Nc2cc(C(=O)N3CCN(Cc4ccccc4)CC3)ccc2SC1N1CCOCC1 (stereo unspecified)
    0 | 8 | 2.0 | -20 | 0 | -4 | -7 | 4
> COc1ccc(NC(=O)NC2CC3CCCC(C2)N3Cc2ccccc2)cc1 (stereo unspecified)
    0 | 11 | -1.0 | -4 | -15 | 0 | 3 | 3
> CCOc1cc(C2Nc3cccc4cccc(c34)N2)ccc1O
    -6 | 59* | 2.9 | 31 | -27 | 20 | 8 | 2
> CC(C)(C)C(=O)CN1CCN(C2c3ccccc3-c3ccccc32)CC1
    1 | 20 | 3.0 | -6 | -6 | 12 | -8 | 2
> CC(C)(C)C(=O)N1NC(=Nc2ccccc2)SC1(C)C
    -1 | 22 | 14 | -18 | -1 | -2 | 0 | 5
> O=C(NN=C1CCN(Cc2ccccc2)CC1)c1cc2ccccc2cc1O
    -3 | 7 | -0.4 | 8 | 11 | -1 | -12 | 9
> Clc1ccc(-c2csc(N3CCOCC3)n2)cc1
    0 | 3 | 0.7 | 7 | -3 | -12 | 20 | -1
> CCCc1cc(=O)oc2cc(O[C@@H]3O[C@H](CO)[C@@H](O)[C@H](O)[C@H]3O)ccc12
    4 | -41 | 0.8 | -9 | -4 | -3 | 6 | 2
> CCOC(=O)c1oc2ccccc2c1CSc1nnnn1-c1ccccc1
    0 | 15 | -0.8 | 4 | 24 | 6 | 9 | 0
> COc1ccc(C(=O)Cc2ccccc2C(=O)O)cc1
    0 | -9 | -2.8 | x | 6 | -4 | 13 | x
> CN(C)S(=O)(=O)c1ccc2c(c1)nc(CCC(=O)O)n2C
    -1 | 3 | -1.6 | 13 | -8 | -7 | 11 | 0
> O=c1[nH]c(C2CCN(S(=O)(=O)c3cccc(C(F)(F)F)c3)CC2)nc2c1nnn2Cc1cccc(F)c1
    16* | 1 | 0.0 | -24 | 6 | 1 | 7 | 0
> Cc1ccc(NC(=O)CN2CCN(C(=O)C3CCCO3)CC2)c(C)c1 (stereo unspecified)
    2 | 6 | -2.0 | -5 | -1 | -4 | -3 | 1
> COc1ccc(CNC(=O)CSc2nnc(-c3cccnc3)n2N)cc1
    1 | -12 | -1.3 | -1 | -14 | -6 | 7 | -12
> CN(C)S(=O)(=O)c1ccc(Cl)c(C(=O)NCCNC(=O)c2cc(S(=O)(=O)N(C)C)ccc2Cl)c1
    3 | 7 | 1.0 | -4 | 2 | 0 | -21 | -2

The results go on:
Screens in order: GRIN3A LBD mod | SENP8 block | MPTP block | SENP6 block | ATG4B inh | HKDC1 inhibitor | PfGluPho inh | SENP7 block
> CC(=O)OCCCN1c2ccccc2Nc2nnc(-c3ccccc3)cc21
    5 | 9 | -0.6 | 33 | 3 | 3 | 44 | 30
> C/C(=N/N1CCN(Cc2cccc3ccccc23)CC1)c1ccco1
    2 | 12 | 1.5 | 0 | 14 | -3 | 5 | 2
> CC(C)CC(=O)Nc1nnc(S(=O)(=O)Nc2ccccc2)s1
    -1 | 14 | 0.4 | -10 | 2 | -3 | -4 | -2
> COc1ccc(S(=O)(=O)c2c(O)c3ccc(C(=O)Nc4ccc(F)cc4)cc3[nH]c2=O)cc1
    -5 | -28 | -0.4 | -3 | -3 | -6 | -26 | -7
> CCOC(=O)C1C(=O)NC(c2ccccc2)=NC1c1ccc(O)c(OC)c1 (stereo unspecified)
    -2 | 2 | 0.1 | 2 | 1 | -9 | -1 | 5
